# From PubChem
# ADAM10 inh = human ADAM10 inhibitors, primary screen, biochemical, QFRET, HTS; actives 0.62% (n = 370,000); AID 720582, 2013; Disintegrin and metalloproteinase domain-containing protein 10 (Homo sapiens), O14672; recombinant ADAM10, EDANS/DABCYL FRET peptide cleavage, 3 h; inhibition, % at 7 µM;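 active means inhibition above a per-campaign cutoff equal to the mean of compounds falling between control-based bounds plus 3 SD, cut at about 20% in these data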;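 further: 0% = DMSO wells while the 100% control is not disclosed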
# ASAP1 GAP inh = inhibitors of human ASAP1 ArfGAP activity, primary screen, biochemical, fluorescence polarization; actives 0.19% (n = 360,000); ASAP1-stimulated ARF1 GTP hydrolysis, GDP FP detection; AID 624377, 2012; inhibition, % at 16.5 µM; Arf-GAP with SH3 domain, ANK repeat and PH domain-containing protein 1 (Homo sapiens), …; in the data active means inhibition above about 25%;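 further: 0% = vehicle with enzyme and substrate and 100% = no enzyme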
# Tn6 DDE FP = inhibitors of Tn6 peptide binding to fibrin DD(E), primary screen, biochemical, fluorescence polarization, human fibrin, Tn6 probe; Fibrinogen beta chain (Homo sapiens), P02675; Fibrin DD(E) TRITC-Tn6 fluorescence polarization displacement; inhibition, % at 8.3 µM; actives 0.21% (n = 370,000); AID 720509, 2013;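 active means inhibition above a per-campaign cutoff: mean of compounds within control limits plus 3 SD, cut at about 15% in these data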;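 further: 0% = median of all compound wells on the plate and 100% = blocking peptide control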
# PLC-gamma1 inh = PLC-gamma1 enzyme inhibitors, primary screen, biochemical, fluorescence, purified enzyme | fluorogenic substrate | 1-phosphatidylinositol 4,5-bisphosphate phosphodiesterase gamma-1 (Homo sapiens), P19174 | actives 0.84% (n = 370,000) | AID 720700, 2013 | inhibition, % at 12.2 µM; in the data active means inhibition above about 9.5%
# PLC-beta3 inh = human PLC-beta3 inhibitors, primary screen, biochemical, fluorescence | 1-phosphatidylinositol 4,5-bisphosphate phosphodiesterase beta-3 (Homo sapiens), Q01970 | actives 0.18% (n = 370,000) | inhibition, % at 12.2 µM | Purified PLC-beta3, fluorogenic substrate; in the data active means inhibition above about 11%;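 further: 0% = median of compound wells on plate and 100% = full blocker control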
# SIAE primary = human SIAE inhibitors, primary screen, biochemical, fluorescence polarization, FP-Rh probe, 1536-well HTS | inhibition, % at 9.66 µM | AID 1053197, 2014 | SIAE FP-Rh probe binding | Sialate O-acetylesterase (Homo sapiens), Q9HAT2 | actives 0.69% (n = 370,000);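 active means inhibition above a cutoff: mean of compounds within the control limits plus 3 SD of those, cut at about 17% in these data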;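 further: 0% = plate median of compound wells and 100% = probe without SIAE protein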
# TDP2 inh = human TDP2 enzyme inhibitors, primary screen, biochemical, epi absorbance, recombinant enzyme. Tyrosyl-DNA phosphodiesterase 2 (Homo sapiens), O95551. T5PNP hydrolysis, p-nitrophenol absorbance 415 nm. inhibition, % at 12.8 µM. actives 0.34% (n = 370,000). AID 720702, 2013;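 active means inhibition above the mean of all tested compounds plus 3 SD, set per campaign, cut at about 25% in these data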;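 further: 0% = DMSO with enzyme and 100% = buffer with substrate but no TDP2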
#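 System – recombinant human TDP2 · Amount – 120 nM TDP2 per well · Buffer or medium – Mg2+-containing Tris-HCl buffer, pH 7.5 · Reagent – T5PNP substrate, 5 mM · Dosing – 12.8 µM single point, 1% DMSO · Incubation – 2 h at 37 °C · Measured by – epi absorbance · Read-out basis – percent inhibition · Benchmarks – high control without enzyme, low control DMSO plus TDP2 · Repeats – singlicate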
# ADAM17 inh = ADAM17 inhibitors, primary screen, biochemical, QFRET; Disintegrin and metalloproteinase domain-containing protein 17 (Homo sapiens), P78536; recombinant ADAM17, EDANS/DABCYL FRET peptide cleavage; inhibition, % at 6.95 µM; actives 0.83% (n = 370,000); AID 720648, 2013;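 active means inhibition above the mean of compounds lying between control limits plus 3 SD, set per campaign, cut at about 8.5% in these data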;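 further: 0% = DMSO-only wells as the low control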
# Target sequence (P78536 215-824 limits assumed): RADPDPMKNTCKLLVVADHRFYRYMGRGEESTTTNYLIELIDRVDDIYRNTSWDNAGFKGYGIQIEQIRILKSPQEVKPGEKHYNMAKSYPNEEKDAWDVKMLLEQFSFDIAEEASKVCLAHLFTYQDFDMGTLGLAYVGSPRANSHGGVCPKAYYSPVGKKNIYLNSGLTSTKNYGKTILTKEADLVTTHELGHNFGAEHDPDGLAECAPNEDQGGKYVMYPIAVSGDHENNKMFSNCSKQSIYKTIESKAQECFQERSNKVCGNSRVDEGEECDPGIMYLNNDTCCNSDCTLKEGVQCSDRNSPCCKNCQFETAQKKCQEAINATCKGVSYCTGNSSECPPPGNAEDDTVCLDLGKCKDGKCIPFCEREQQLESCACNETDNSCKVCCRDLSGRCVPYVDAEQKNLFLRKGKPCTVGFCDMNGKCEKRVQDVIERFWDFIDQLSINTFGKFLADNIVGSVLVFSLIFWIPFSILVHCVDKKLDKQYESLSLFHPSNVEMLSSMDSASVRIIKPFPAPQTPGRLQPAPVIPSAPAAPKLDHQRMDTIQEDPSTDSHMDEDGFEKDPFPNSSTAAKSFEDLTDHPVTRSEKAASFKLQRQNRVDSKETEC
# ARFGAP1 inh = inhibitors of rat ARFGAP1 GAP activity, primary screen, biochemical, fluorescence polarization, GDP tracer | ADP-ribosylation factor GTPase-activating protein 1 (Rattus norvegicus), Q62848 | Arfgap1-stimulated ARF1 GTP hydrolysis, GDP FP detection | inhibition, % at 16.5 µM | actives 0.26% (n = 360,000) | AID 651572, 2012;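 active means inhibition above a per-plate limit, mean inhibition of low control wells plus 3 SD, cut at about 25% in these data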;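 further: 0% = DMSO wells with enzyme and 100% = wells lacking Arfgap1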
# Target sequence (Q62848 1-136 limits assumed): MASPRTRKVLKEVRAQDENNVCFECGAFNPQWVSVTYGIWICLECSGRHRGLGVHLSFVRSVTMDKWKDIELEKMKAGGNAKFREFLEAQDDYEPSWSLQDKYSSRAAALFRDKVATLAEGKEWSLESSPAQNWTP
#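 Material: truncated rat Arfgap1 GAP domain; Incubation: compound-enzyme preincubation 20 min, reaction 120 min, detection 60 min, 25 °C; Read-out: percent inhibition of Arfgap1-stimulated GTP hydrolysis; Technique: FP, GDP Alexa 633 tracer displaced from anti-GDP antibody, 620/688 nm; Controls: No-Arfgap1 wells (100%) versus DMSO full-reaction wells (0%); Replication: single well per compound.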
# DDE Tn7 FP inh = inhibitors of Tn7 peptide binding to fibrin DD(E), primary screen, biochemical, fluorescence polarization, human fibrin, Tn7 probe. Fibrinogen beta chain (Homo sapiens), P02675. FP displacement of FITC-Tn7 peptide from fibrin DD(E); 0% = median of compound wells per plate. inhibition, % at 8.3 µM. actives 0.13% (n = 370,000). AID 720508, 2013;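 active means inhibition above the mean of compounds falling within the control limits plus 3 SD of them, cut at about 14% in these data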;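 further: 0% = plate median of compound wells and 100% = 10 µM Aha-Tn7 peptide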
#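 system = human fibrin DD(E) protein | quantity = DD(E) 2 µM final | medium = Tris/NaCl/CaCl2 buffer, pH 7.8 | also added = labelled Tn7 tracer, 0.1 µM | compound dosing = single point at 8.3 µM | timing = compound with protein 10 min, then 3 h after probe, room temperature | signal = FP measurement | benchmarks = Aha-Tn7 high control | repeats = one replicate per compound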
# * = called active by the depositor; i = inactive; x = not tested or not shown.
# Assay codes – A = ADAM10 inh; B = ASAP1 GAP inh; C = Tn6 DDE FP; D = PLC-gamma1 inh; E = PLC-beta3 inh; F = SIAE primary; G = TDP2 inh; H = ADAM17 inh; I = ARFGAP1 inh; J = DDE Tn7 FP inh
CC1(C)CC(=O)C=C(NC2CCCCCCC2)C1
  A: -2; B: -9; C: 2; D: -2; E: 3; F: 14; G: 1; H: 2; I: 3; J: 1

O=C(Cn1nc(C(F)F)cc1C1CC1)NCCC1=CCCCC1
  A: -1; B: 11; C: 2; D: 3; E: 1; F: 6; G: -6; H: 2; I: -3; J: -7

O=C(COC(=O)c1cccs1)NC12CC3CC(CC(C3)C1)C2
  A: 0; B: 6; C: 0; D: 1; E: 0; F: 4; G: 8; H: 1; I: 0; J: 1

O=C(O)CCNc1nc(-c2ccccc2)nc2ccccc12
  A: 9; B: 5; C: 2; D: -5; E: -6; F: -8; G: -13; H: -2; I: 7; J: -1

COc1ccc(NC(=O)c2cccc(NC3=NC4CS(=O)(=O)CC4S3)c2)cc1Cl (stereo not given)
  A: -4; B: 12; C: 1; D: 0; E: 1; F: 3; G: 0; H: -2; I: 6; J: -1

O=C(Cc1cccs1)Nc1nc(-c2ccccc2)cs1
  A: -6; B: 11; C: -6; D: 5; E: -8; F: -2; G: -3; H: 3; I: 8; J: 0

COc1ccccc1N1CCN(C(=S)Nc2ccc(F)cc2)CC1
  A: 1; B: -1; C: -3; D: 2; E: 6; F: 2; G: -17; H: -1; I: 12; J: -6

Cc1ccc(NC(=O)c2cc(N(C)C)ccc2[P+](=O)O)cc1
  A: -18; B: 10; C: -8; D: -22; E: -23; F: 2; G: 16; H: -8; I: 5; J: -4

O=C(NCc1ccco1)c1nc2c(nnn2Cc2ccccc2Cl)c(=O)[nH]1
  A: -9; B: 2; C: -1; D: 1; E: 1; F: 2; G: 1; H: -5; I: 3; J: 4

COc1ccc(OC)c(NC(=O)c2cc3c(cc2Cl)N2CCCCCC2=NS3(=O)=O)c1
  A: 3; B: -7; C: 0; D: -1; E: 0; F: 12; G: -4; H: 1; I: 4; J: -4

CC(=O)Oc1ccc(-c2cc3c(OC(C)=O)cc(OC(C)=O)cc3oc2=O)cc1
  A: i; B: -2; C: -13; D: i; E: i; F: -9; G: -11; H: i; I: -10; J: -4

Cc1ccc(C(=O)NC(=O)CSc2nnc(C)s2)cc1
  A: 4; B: 2; C: 7; D: -5; E: -3; F: 3; G: -3; H: 0; I: 14; J: 2

O=C(Nc1ccc(S(=O)(=O)NC2=NCCCCC2)cc1)c1cc(F)c(F)cc1Cl
  A: -10; B: 0; C: -12; D: 4; E: -8; F: -7; G: -3; H: -4; I: 6; J: 3

Cc1ccccc1NS(=O)(=O)c1ccc(C(=O)NCC2(N3CCOCC3)CCCCC2)cc1
  A: -2; B: 0; C: 0; D: 2; E: -2; F: -5; G: 1; H: -2; I: -15; J: -1

CCC(C)NCCCOc1c(C)cc(C)cc1Br (stereo not given)
  A: 4; B: 9; C: 0; D: 2; E: 1; F: -6; G: 10; H: 2; I: 9; J: -2

COc1ccccc1N1CCN(/N=C/c2ccc(OC)c(OC)c2OC)CC1
  A: -8; B: 12; C: -1; D: -1; E: -6; F: 1; G: -1; H: -6; I: -24; J: 4

O=C(Cc1ccc([N+](=O)[O-])cc1)OCc1c(F)cccc1Cl
  A: 2; B: 0; C: -2; D: 1; E: -6; F: 2; G: -14; H: -1; I: -1; J: 2

COc1ccc(N2CCN(c3ncnc4scc(-c5ccccc5)c34)CC2)cc1
  A: 12; B: 2; C: -3; D: -2; E: -8; F: 0; G: -4; H: -3; I: 0; J: -3

CC(O)(c1ccc(F)c(F)c1)c1nc(-c2cccc(C#N)c2)cs1 (stereo not given)
  A: 19; B: 12; C: -7; D: 2; E: 0; F: -16; G: 5; H: 7; I: -16; J: 6

COc1ccccc1C(C#N)N1N=C(C)CC1c1ccccc1 (stereo not given)
  A: -8; B: 7; C: 1; D: -2; E: -1; F: 3; G: -4; H: -3; I: 2; J: 3

Cc1cc(CN2CCC(n3nccc3NC(=O)c3ccccc3C)CC2)n[nH]1
  A: -12; B: -2; C: 0; D: -1; E: -6; F: 2; G: 6; H: -3; I: 6; J: -1

O=C1Cc2ccccc2C(=O)N1Nc1ccccc1
  A: -10; B: 4; C: -2; D: -3; E: -3; F: 3; G: -1; H: -5; I: -11; J: -4

O=S1(=O)CC2c3ccccc3CN2CN1Cc1ccccc1 (stereo not given)
  A: -11; B: x; C: -4; D: -7; E: -12; F: 3; G: 7; H: -6; I: x; J: 1

CCN(CC(=O)NCc1cccs1)C(=O)CCOc1ccccc1C
  A: -2; B: -8; C: -8; D: -2; E: -6; F: -3; G: 20; H: -1; I: -6; J: 5

CCn1c(SCC(=O)Nc2sc(C)c(C)c2C#N)nnc1C1CC1
  A: 0; B: 10; C: 1; D: 0; E: -4; F: -2; G: 3; H: -1; I: 1; J: 5

# Retrieved by structure from the entries so far (four):
# Assay codes – A = ADAM10 inh; B = ASAP1 GAP inh; C = Tn6 DDE FP; D = PLC-gamma1 inh; E = PLC-beta3 inh; F = SIAE primary; G = TDP2 inh; H = ADAM17 inh; I = ARFGAP1 inh; J = DDE Tn7 FP inh
CCN(CC(=O)NCc1cccs1)C(=O)CCOc1ccccc1C
  A: -2; B: -8; C: -8; D: -2; E: -6; F: -3; G: 20; H: -1; I: -6; J: 5

COc1ccccc1N1CCN(C(=S)Nc2ccc(F)cc2)CC1
  A: 1; B: -1; C: -3; D: 2; E: 6; F: 2; G: -17; H: -1; I: 12; J: -6

O=C(O)CCNc1nc(-c2ccccc2)nc2ccccc12
  A: 9; B: 5; C: 2; D: -5; E: -6; F: -8; G: -13; H: -2; I: 7; J: -1

Cc1ccc(C(=O)NC(=O)CSc2nnc(C)s2)cc1
  A: 4; B: 2; C: 7; D: -5; E: -3; F: 3; G: -3; H: 0; I: 14; J: 2

# New compounds follow.
# Assay codes – A = ADAM10 inh; B = ASAP1 GAP inh; C = Tn6 DDE FP; D = PLC-gamma1 inh; E = PLC-beta3 inh; F = SIAE primary; G = TDP2 inh; H = ADAM17 inh; I = ARFGAP1 inh; J = DDE Tn7 FP inh
N/C(=N\OC(=O)CCn1cccc(C(F)(F)F)c1=O)c1ccc(Cl)cc1
  A: 0; B: -6; C: 2; D: 5; E: -7; F: 2; G: -4; H: 0; I: 12; J: -6

c1ccc(OCCCn2nnc(-c3ccncc3)n2)cc1
  A: 4; B: 5; C: -2; D: 2; E: -3; F: -1; G: -3; H: -15; I: -2; J: 4

CCN1CCN(CC(O)COCC2COc3ccccc3O2)CC1 (stereo not given)
  A: -6; B: 2; C: -11; D: 1; E: -7; F: -6; G: 11; H: -2; I: 0; J: -8

O=C(/C(=C/O)N=Nc1ccccc1)c1ccc(Cl)cc1
  A: -4; B: -12; C: 4; D: -3; E: -7; F: -3; G: -15; H: 1; I: -10; J: 3

COc1cc(SC)ccc1C(=O)OCC(=O)NC1CC1
  A: -3; B: 17; C: 4; D: -1; E: -2; F: 2; G: -3; H: -4; I: 2; J: -4

O=C(CC1SCCNC1=O)Nc1cccc([N+](=O)[O-])c1 (stereo not given)
  A: 2; B: -5; C: 5; D: 1; E: -4; F: 2; G: 0; H: -2; I: 5; J: 10

CN(/N=C/c1ccc(-c2ccc([N+](=O)[O-])cc2)o1)c1ccccc1
  A: 7; B: -5; C: -4; D: -12; E: -15; F: -20; G: -15; H: 0; I: 16; J: -7

CCN1/C(=C/c2sc(-c3ccccc3C)c[n+]2C)Sc2ccccc21
  A: -4; B: -2; C: 6; D: -3; E: -7; F: 1; G: 8; H: -2; I: 4; J: -2

O=C(Nc1cc2c3c(c1)CC(=O)N3CCC2)C1CC1
  A: -4; B: -16; C: -2; D: -4; E: -8; F: 20*; G: 0; H: -3; I: -13; J: 3

O=C(CCCOc1ccc(Cl)cc1Cl)Nc1ncccn1
  A: 0; B: -17; C: -4; D: 2; E: -8; F: 0; G: 12; H: -1; I: 6; J: -6

# Arranged by SMILES length (high to low): some entries from above
# Assay codes – A = ADAM10 inh; B = ASAP1 GAP inh; C = Tn6 DDE FP; D = PLC-gamma1 inh; E = PLC-beta3 inh; F = SIAE primary; G = TDP2 inh; H = ADAM17 inh; I = ARFGAP1 inh; J = DDE Tn7 FP inh
COc1ccc(OC)c(NC(=O)c2cc3c(cc2Cl)N2CCCCCC2=NS3(=O)=O)c1
  A: 3; B: -7; C: 0; D: -1; E: 0; F: 12; G: -4; H: 1; I: 4; J: -4

COc1ccccc1N1CCN(C(=S)Nc2ccc(F)cc2)CC1
  A: 1; B: -1; C: -3; D: 2; E: 6; F: 2; G: -17; H: -1; I: 12; J: -6

COc1ccccc1C(C#N)N1N=C(C)CC1c1ccccc1 (stereo not given)
  A: -8; B: 7; C: 1; D: -2; E: -1; F: 3; G: -4; H: -3; I: 2; J: 3

O=C(O)CCNc1nc(-c2ccccc2)nc2ccccc12
  A: 9; B: 5; C: 2; D: -5; E: -6; F: -8; G: -13; H: -2; I: 7; J: -1

COc1cc(SC)ccc1C(=O)OCC(=O)NC1CC1
  A: -3; B: 17; C: 4; D: -1; E: -2; F: 2; G: -3; H: -4; I: 2; J: -4
